# Bioassay records deposited in PubChem by several laboratories.
# Yfh1-depleted yeast = mitochondrial function rescue without frataxin homolog – Friedreich's ataxia, plus single-dose screen, dose response (AID 1465) | S. cerevisiae Yfh1-off respiration, WST-1 reduction, 72 h; higher fold induction means a stronger effect | one-dose fold induction at 50 µM; EC50 in µM for titrated hits | 220,000 tested, 0.074% active;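 active = fold induction of absorbance versus untreated yeast above a set limit, then at least 30% activation at any dose in follow-up; inconclusive = repeats straddling the limit, or above it without dose testing; inactive = fold induction below the set limit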;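 also: activators that raise dye reduction in frataxin-depleted yeast; strong numbers were not always called active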
# WT yeast gro inh = growth inhibition of WT yeast, mitochondrial fusion screen; mitochondrial fusion phenotypic screen, WT strain; inhibition, % at 10 µM; 190,000 tested, 2.1% active; in the data active = inhibition above about 58%; tested in S. cerevisiae
# AID2073 = disruptors of CaV2.2 binding to Mint1 – biochemical, HTRF (AID 2073); one-dose inhibition, % at 20 µM; IC50 in µM for titrated hits; 290,000 tested, 0.19% active; HTRF protein-protein interaction, Mint1-CaV2.2; higher % means a stronger effect; in the data active = inhibition mostly above about 51%, no sharp cut-off; inconclusive = no clear call, values can overlap the other calls; inactive = mostly below about 53%; also: some results filed as inactive read as strong as hits
# MT stabilizer = microtubule stabilizers in HeLa cells | 200,000 tested, 0.83% active | % tubulin-high responders, % at 10 µM | HeLa tubulin immunostaining HCS, 24 h; share of cells brighter than vehicle mean+2SD | AID 2205;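 active = plate Z-score above 3 for both tubulin-high and condensed-nucleus cell shares, with cell loss under 80%, at 10 µM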;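 also: anti alpha tubulin signal scored within the nucleus-defined area of each cell; some results filed as inactive read as strong as hits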
# HIV fusion peptide = cell-free HIV fusion peptide-binding blockers – biochemical, uHTS, fluorescence dequenching, primary screen (AID 1986). cell-free peptide binding, fluorescence dequenching, 30 min; higher % means a stronger effect. inhibition, % at 20 µM, or IC50 in µM where a hit was titrated. 290,000 tested, 0.3% active; in the data active = inhibition mostly above about 52%, no sharp cut-off; inactive = mostly below about 76%; also: some results filed as inactive read as strong as hits
# Autophagy HCS = modulators of autophagy; MEF GFP-LC3 puncta imaging; test concentration mostly 10 µM; calls only at 10 µM (by protocol); 190,000 tested, 0.98% active; AID 463193;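 active = percentage of spot-positive cells more than 3 SD above its plate mean, without a fluorescence outlier flag or 80% toxicity; inconclusive = no clear call, values can overlap the other calls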;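 also: spot-positive cell cutoff set from DMSO-treated cells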
# Insulin prom up = MIN6 insulin promoter up-regulation; AID 1625; 190,000 tested, 0.3% active; MIN6 insulin promoter-GFP reporter, high-content imaging; hits give high values; z-score at 5 µM;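 active = z-score above 3 at 5 µM with at least 500 cells counted in the well; inconclusive = wells under 500 cells, flagged as cytotoxic or low count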
# Dynein cargo inh = blocks dynein driven cargo transport along microtubules; 3617.4 mouse cells, GR-EGFP nuclear translocation imaging; test concentration mostly 20 µM; stimulated with dexamethasone, 1 µM; hits give low values; z-score, hits read low; 220,000 tested, 0.47% active;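 active = plate z-score of nuclear minus cytoplasmic receptor signal below a set negative limit, without overly bright fluorescence or cell loss, cut at about -3.5 in these data, passing the limit was not always enough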;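 also: z-score of nuclear minus cytoplasmic ring GR-EGFP intensity difference per well; some compounds called inactive have numbers as strong as hits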
#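 Buffer or medium: tet-free, stripped-serum medium; Also added: dexamethasone, 1.0 µM final; Technique: high-content fluorescence imaging after fixation; Times: 48 h induction, 1 h compound, 30 min dex at 37 °C; Read-out: per-cell GR-EGFP intensity, nucleus versus surrounding cytoplasmic ring, well-averaged.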
# b-catenin transl = alters nuclear translocation of beta-catenin in HeLa cells; immunofluorescence imaging; 190,000 tested, 0.3% active; nuclear translocation activity, % at 5 µM;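 active = nuclear translocation activity above 50% at 5 µM, with a well cell count of 50 or more; inconclusive = wells under 50 cells across six images, flagged as toxic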;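 also: per-cell ratio of nuclear to cytoplasmic median beta-catenin stain intensity; plate controls were DMSO negative control for no effect and GSK-3 inhibitor IX positive control for full effect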
#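 Test system: human HeLa cells, native beta-catenin. Compound dosing: 5 µM primary single dose, 0.1% DMSO, 0.02–20 µM confirmation series. Incubation: compound exposure 24 h at 37°C. Detection: beta-catenin immunostaining with DAPI counterstain, 20x imaging, 6 fields/well. Read-out basis: Nuclear/cytoplasmic beta-catenin signal ratio, % activation.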
# WT yeast gro inh mutant strain = second read-out of WT yeast gro inh, no call of its own (marks repeat the call); inhibition, %; mitochondrial fusion phenotypic screen, mutant strain inhibition
# Dynein cargo inh cytoplasmic EGFP = recorded beside Dynein cargo inh, whose call it bears; z-score; measured here: cytoplasmic GR-EGFP intensity; hits give high values
# Dynein cargo inh nuclear GR-EGFP = also measured in Dynein cargo inh; calls as there; z-score; measured here: nuclear GR-EGFP intensity;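 lower value marks the stronger effect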
# Dynein cargo inh cell count = second read-out of Dynein cargo inh, no call of its own (marks repeat the call); z-score; measured here: cell count per field
# Insulin prom up cell count = further read-out of Insulin prom up, marked with its call; cell count; measured here: cytotoxicity, nuclei count;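 total cells summed across four imaged fields per well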
# b-catenin transl cell count 5 µM = further read-out of b-catenin transl, marked with its call; cell count; measured here: cell count, cytotoxicity flag
# MT stabilizer Hoechst-high % = recorded beside MT stabilizer, whose call it bears; % Hoechst-high responders; measured here: nuclear condensation Hoechst responders;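 share of cells brighter than vehicle mean plus two SD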
# MT stabilizer cytotoxicity % = recorded beside MT stabilizer, whose call it bears; toxicity, %; measured here: cytotoxicity by cell density;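 0% = mean cell density of plate MIN control wells and 100% = no cells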
# Autophagy HCS cell loss 18 h = further read-out of Autophagy HCS, marked with its call; toxicity, %; measured here: cell loss, nuclei count;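 cell loss after 18 h compound exposure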
# The depositor's hits bear a star; i = inactive; u = inconclusive; x = no result given; + = active, no number.
SMILES,Yfh1-depleted yeast,WT yeast gro inh,WT yeast gro inh mutant strain,AID2073,MT stabilizer,MT stabilizer Hoechst-high %,MT stabilizer cytotoxicity %,HIV fusion peptide,Autophagy HCS,Autophagy HCS cell loss 18 h,Insulin prom up,Insulin prom up cell count,Dynein cargo inh,Dynein cargo inh cytoplasmic EGFP,Dynein cargo inh nuclear GR-EGFP,Dynein cargo inh cell count,b-catenin transl,b-catenin transl cell count 5 µM
CC(=O)Nc1ccc(S(=O)(=O)NC2(C(F)(F)F)N=C(c3ccccc3)NC2=O)cc1 (stereo not drawn),i,-12,-15,16%,2.6,2.7,4.3,-1.7%,i,5,0.48,1941,-0.44,-0.17,-0.39,0.29,0.0,969
CS(=O)(=O)N(CC(=O)NCc1ccccc1)C1CCCCC1,i,-16,-1,3%,3.8,2.6,8.4,3.1%,i,-2,x,x,-0.78,-0.24,-0.53,0.59,3.6,507
N/C(=N\O)c1ccc(NC(=O)c2cccs2)cc1,i,4,11,-2%,3.2,1.7,2.7,-4.2%,i,-3,x,x,-0.46,-0.14,-0.016,0.45,-6.8,947
CCNc1cc(Cl)nc(SC)n1,x,-28,8,-4%,3.5,1.8,5.2,-1.3%,i,-26,x,x,0.37,-0.21,0.025,-0.5,x,x
OCCN1CCN(CC(O)COCCOc2ccc(Br)cc2)CC1 (stereo not drawn),i,-7,-6,5%,2.0,3.3,2.3,2.1%,i,-12,0.25,1222,-0.6,-0.28,-0.24,0.13,3.4,491
OCC1(Cc2ccccc2)CCN(Cc2ccccn2)CC1,i,-3,6,-8%,2.4,2.2,7.5,0.3%,i,-2,0.01,1497,-0.5,-0.16,-0.46,0.91,-3.5,1155
C/C(=N\N=C1/NC(=O)C(C)S1)c1ccco1 (stereo not drawn),i,-1,-11,1%,3.2,0.6,0.3,-0.2%,i,-16,-0.19,1463,1.9,-0.25,1.6,-0.57,-0.2,1492
CCOc1ccc(-n2c(=O)c3ccccc3c3ccccc3c2=O)cc1,i,x,x,4%,x,x,x,1.6%,x,x,-0.19,1031,-0.9,-0.08,-0.36,-0.37,0.6,1298
CCOC(=O)N1CCN(C2CC(=O)N(c3ccc(F)cc3)C2=O)CC1 (stereo not drawn),i,2,-12,-2%,5.0,1.7,2.1,-0.9%,i,2,-0.88,1341,-1.1,-0.14,-0.18,0.6,-3.2,1018
Cc1cc(Cl)nc(-c2ccccc2)n1,i,-1,-11,-5%,1.7,2.0,12,0.3%,i,-3,-0.07,1431,2.3,0.86,1.3,-2,-1.1,1092
Cc1cc(NS(=O)(=O)c2ccc(NC(=O)Nc3cccc(Cl)c3)cc2)no1,i,-16,-8,6%,4.9,1.7,7.4,-1.2%,i,20,2.1,1281,0.032,0.25,0.58,-1.4,-1.7,870
Cc1ccc(-c2csc(NC(=O)C3CCN(S(=O)(=O)c4cccs4)CC3)n2)cc1,i,4,-26,9%,3.7,5.5,10,-0.4%,i,10,-0.97,753,0.42,-0.26,0.028,-0.37,-2.7,484
Cn1c2c(c(=O)n(C)c1=O)C(c1ccccc1OC(F)F)C1=C(CCCC1=O)N2 (stereo not drawn),i,-10,2,x,2.3,3.0,14,x,i,-2,x,x,0.21,-0.22,0.34,-0.35,x,x
Cc1cc2c(c(SCC#N)n1)C(=O)OC2,i,14,-10,-7%,2.3,2.0,5.1,0.3%,i,-11,-0.62,1214,2.3,-0.02,0.8,-2,0.0,993
O=C(CSc1ncn[nH]1)Nc1ccccc1-c1ccccc1,i,-1,3,-3%,2.2,1.6,5.8,-1.9%,i,0,0.74,1447,0.18,-0.17,-0.0085,0.075,-2.8,910
CCC(=O)Oc1ccc(NC(=O)CSCc2ccccc2)cc1,i,-5,4,3%,2.8,2.0,4.1,0.4%,i,14,0.61,1631,0.46,-0.27,0.71,-1.2,-3.2,1122
COC(Cn1c(C)c(C(C)=O)c(C(C)=O)c1C)OC,x,10,14,21%,2.2,2.1,3.5,-1.6%,i,-2,0.06,1544,-0.77,-0.21,-1.1,0.32,0.3,1312
Fc1ccccc1NC(=S)NCCc1ccccc1,i,6,2,-5%,1.5,1.7,4.4,-1.6%,i,15,-0.12,1620,0.91,-0.22,0.2,0.11,0.0,1364
COc1ccc(NC(=O)CN2C(=O)CSC2=O)cc1,i,-6,21,9%,2.5,1.7,6.4,1.7%,i,-3,0.21,1424,0.16,-0.32,-0.013,0.72,0.4,1541
Cc1ccc2oc(=O)n(CCOc3ccccc3Cl)c2c1,i,-5,-1,-2%,3.0,1.8,3.5,-1.3%,x,x,-0.82,983,0.49,-0.14,0.27,-0.33,x,x
Cc1nc2ccccc2cc1C(=O)N/N=C/c1ccc([N+](=O)[O-])cc1,i,65*,21*,0%,1.9,2.2,4.0,0.0%,i,1,0.41,1218,-0.41,-0.09,-0.55,0.45,-6.6,522
C=CCN(C)CC/C=C1\c2ccccc2CSc2ccccc21,i,11,11,-6%,4.2,1.8,3.4,-1.1%,i,0,x,x,0.028,-0.27,-0.25,0.31,-1.3,1170
Cc1cc(NC(=O)Cn2cnc3c(cnn3C(C)(C)C)c2=O)no1,i,-9,2,-6%,3.5,2.7,6.6,0.4%,i,-6,x,x,-0.3,-0.26,-0.29,0.74,1.1,498
Cc1cc(C)c(OCC(O)CN2CCN(c3ccccn3)CC2)c(C)c1 (stereo not drawn),i,5,12,1%,3.2,3.5,6.8,-0.2%,i,9,0.9,1546,0.4,-0.35,0.83,0.37,3.1,889
COc1ccc(CCNC2CC(C)N(C)CC2C)cc1OC (stereo not drawn),i,-5,5,-11%,3.4,2.4,1.9,-2.0%,i,11,-0.39,1849,3.5,-0.34,1.6,-1.3,-0.3,1035
# (further entries)
SMILES,Yfh1-depleted yeast,WT yeast gro inh,WT yeast gro inh mutant strain,AID2073,MT stabilizer,MT stabilizer Hoechst-high %,MT stabilizer cytotoxicity %,HIV fusion peptide,Autophagy HCS,Autophagy HCS cell loss 18 h,Insulin prom up,Insulin prom up cell count,Dynein cargo inh,Dynein cargo inh cytoplasmic EGFP,Dynein cargo inh nuclear GR-EGFP,Dynein cargo inh cell count,b-catenin transl,b-catenin transl cell count 5 µM
COc1ccc(/C=C\C(=O)CC(O)(c2ccccc2)C(F)(F)F)cc1 (stereo not drawn),i,25,12,8%,2.9,2.0,8.8,-0.2%,i,1,-0.1,837,-0.43,-0.16,-0.027,-0.15,x,x
O=C1/C(=C/c2ccncc2)CCC/C1=C\c1ccncc1,i,64*,42*,-11%,31*,44*,25*,1.9%,+,37*,u,x,-7*,1.7*,-2.9*,-0.36*,x,x
CCNC(=S)N(Cc1ccco1)Cc1cc2cc3c(cc2[nH]c1=O)OCCO3,i,-11,8,32%,6.4,2.2,8.1,15%,i,-3,0.09,1347,-0.33,-0.26,-0.26,1.6,x,x
COCCn1c(=S)[nH]c2cc(C(=O)N3CCN(c4ccc(F)cc4)CC3)ccc2c1=O,i,-2,30,-33%,2.1,1.5,8.7,0.8%,i,11,-0.72,1431,-1.2,-0.2,-0.43,0.85,1.9,1373
Cn1c(=O)c2c(nc(SCCCC#N)n2Cc2c(F)cccc2Cl)n(C)c1=O,i,12,5,3%,4.1,3.0,13,0.3%,x,x,-0.92,2006,-1.1,-0.11,-0.32,0.49,-1.0,1199
O=C(O)c1cccc(Nc2nc(-c3cccnc3)nc3ccccc23)c1,i,1,14,22%,1.5,2.3,1.7,8.3%,i,9,0.19,1189,0.034,-0.22,0.13,0.82,-4.9,532
COC(=O)c1ccc(CN2C(=O)c3ccccc3S2(=O)=O)cc1,i,-1,-6,-3%,3.0,3.0,8.2,1.5%,i,19,x,x,-0.81,-0.23,-0.26,1.1,-1.9,1121
CCN1CCN(C(=O)c2cc(-c3cccnc3)nc3ccc(Br)cc23)CC1,i,4,32,u,4.4,2.2,8.7,2.6%,i,7,-0.25,983,0.98,-0.22,0.52,0.67,x,x
CN(C)c1ccc(C(O)P(=O)(OC2CCCCC2)OC2CCCCC2)cc1 (stereo not drawn),i,x,x,0%,x,x,x,-2.2%,x,x,1.5,1176,0.57,-0.2,0.18,-0.94,0.0,1371
CCc1ccc(NC(=O)CN(c2ccc3c(c2)OCO3)S(=O)(=O)c2c(C)noc2C)cc1,i,12,-2,-2%,6.7,2.2,1.8,2.3%,i,-20,-1.6,874,-0.73,-0.14,-0.41,-0.34,-1.1,1190
Cc1cc(C)cc(NC(=O)c2cccn2-c2ncc(C(F)(F)F)cc2Cl)c1,i,39,36,4%,1.5,1.6,6.1,2.6%,i,-5,x,x,0.086,-0.19,-0.47,0.31,x,x

# Some of the entries so far, with values under each structure.
# Each structure is followed by: Yfh1-depleted yeast, WT yeast gro inh, WT yeast gro inh mutant strain, AID2073, MT stabilizer, MT stabilizer Hoechst-high %, MT stabilizer cytotoxicity %, HIV fusion peptide, Autophagy HCS, Autophagy HCS cell loss 18 h, Insulin prom up, Insulin prom up cell count, Dynein cargo inh, Dynein cargo inh cytoplasmic EGFP, Dynein cargo inh nuclear GR-EGFP, Dynein cargo inh cell count, b-catenin transl, b-catenin transl cell count 5 µM
Cc1cc(C)cc(NC(=O)c2cccn2-c2ncc(C(F)(F)F)cc2Cl)c1
  i, 39, 36, 4%, 1.5, 1.6, 6.1, 2.6%, i, -5, x, x, 0.086, -0.19, -0.47, 0.31, x, x
Cc1ccc2oc(=O)n(CCOc3ccccc3Cl)c2c1
  i, -5, -1, -2%, 3.0, 1.8, 3.5, -1.3%, x, x, -0.82, 983, 0.49, -0.14, 0.27, -0.33, x, x

# No enrichment for hits. About 4.2% of those tested had a hit in this group.
